Bioassay records deposited in PubChem BioAssay by The Scripps Research Institute Molecular Screening Center.
ADAM17 inh: ADAM17 inhibitors, primary screen, biochemical, QFRET. Disintegrin and metalloproteinase domain-containing protein 17 (Homo sapiens), P78536. inhibition, % at 6.95 µM. recombinant ADAM17, EDANS/DABCYL FRET peptide cleavage. actives 0.83% (n = 370,000). AID 720648, 2013;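 active means inhibition above the mean of compounds lying between control limits plus 3 SD, set per campaign, cut at about 8.5% in these data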;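 further: 0% = DMSO-only wells as the low control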
ARFGAP1 inh: inhibitors of rat ARFGAP1 GAP activity, primary screen, biochemical, fluorescence polarization, GDP tracer. inhibition, % at 16.5 µM. Arfgap1-stimulated ARF1 GTP hydrolysis, GDP FP detection. actives 0.26% (n = 360,000). ADP-ribosylation factor GTPase-activating protein 1 (Rattus norvegicus), Q62848. AID 651572, 2012;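 active means inhibition above a per-plate limit, mean inhibition of low control wells plus 3 SD, cut at about 25% in these data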;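 further: 0% = DMSO wells with enzyme and 100% = wells lacking Arfgap1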
Target sequence (Q62848 1-136 limits assumed): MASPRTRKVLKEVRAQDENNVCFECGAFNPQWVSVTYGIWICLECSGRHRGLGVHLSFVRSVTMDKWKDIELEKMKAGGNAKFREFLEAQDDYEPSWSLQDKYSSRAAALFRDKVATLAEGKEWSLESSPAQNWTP
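Repeats: one replicate per compound; assay system: rat Arfgap1 catalytic domain, aa 1-136; times: enzyme reaction 120 min at 25 °C after 20 min preincubation; detection: FP of antibody-bound GDP Alexa 633 tracer, ex 620/em 688 nm; benchmarks: high control wells lacking Arfgap1, low control full reaction with DMSO; reagent: human ARF1(Δ1-17)-GTP substrate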
Tn7 DDE FP: inhibitors of Tn7 peptide binding to fibrin DD(E), primary screen, biochemical, fluorescence polarization, human fibrin, Tn7 probe; Fibrinogen beta chain (Homo sapiens), P02675; FP displacement of FITC-Tn7 peptide from fibrin DD(E); 0% = median of compound wells per plate; inhibition, % at 8.3 µM; actives 0.13% (n = 370,000);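 active means inhibition above the mean of compounds falling within the control limits plus 3 SD of them, cut at about 14% in these data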;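 further: 0% = plate median of compound wells and 100% = 10 µM Aha-Tn7 peptide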
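Assay system: human fibrin DD(E). Input: DD(E) 2 µM final. Medium: Tris buffer with calcium and detergent, pH 7.8. Compound dosing: single point at 8.3 µM. Timing: 10 min plus 3 h, room temperature. Technique: fluorescence polarization of the labelled Tn7 tracer. Read-out: percent inhibition. Replicates: singlicate testing.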
KLK7 zymogen act: proKLK7 zymogen activators, primary screen, biochemical, fluorescence intensity; Kallikrein-7 (Homo sapiens), P49862; purified proKLK7, EDANS-DABCYL substrate fluorescence; 100% is mature enzyme control, 0% vehicle; activation, % at 7 µM; actives 0.9% (n = 370,000); AID 652039, 2013;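 active means activation above the mean of all tested compounds plus 3 SD, computed per campaign excluding outliers beyond control limits, cut at about 13% in these data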
MBD2 DNA inh: inhibitors of MBD2 binding to methylated DNA, primary screen, biochemical, TR-FRET, DNA-binding domain, human. Methyl-CpG-binding domain protein 2 (Homo sapiens), Q9UBB5. actives 0.31% (n = 370,000). AID 686964, 2013. inhibition, % at 4.4 µM. MBD2 binding to methylated oligonucleotide; in the data active means inhibition above about 13%
PLCb3 inh: human PLC-beta3 inhibitors, primary screen, biochemical, fluorescence | Purified PLC-beta3, fluorogenic substrate | inhibition, % at 12.2 µM | actives 0.18% (n = 370,000) | AID 720704, 2013; in the data active means inhibition above about 11%;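 further: 0% = median of compound wells on plate and 100% = full blocker control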
PLC-gamma1 inh: PLC-gamma1 enzyme inhibitors, primary screen, biochemical, fluorescence, purified enzyme. fluorogenic substrate. inhibition, % at 12.2 µM. actives 0.84% (n = 370,000); in the data active means inhibition above about 9.5%
ASAP1 GAP inh: inhibitors of human ASAP1 ArfGAP activity, primary screen, biochemical, fluorescence polarization; actives 0.19% (n = 360,000); ASAP1-stimulated ARF1 GTP hydrolysis, GDP FP detection; Arf-GAP with SH3 domain, ANK repeat and PH domain-containing protein 1 (Homo sapiens), …; inhibition, % at 16.5 µM; in the data active means inhibition above about 25%;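 further: 0% = vehicle with enzyme and substrate and 100% = no enzyme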
UHRF1 binding: UHRF1 methylated DNA binding inhibitors, primary screen, counter-screen for MBD2 inhibitor project, biochemical, TR-FRET, human UHRF1, single concentration; UHRF1 binding to methylated oligo; actives 0.75% (n = 370,000); E3 ubiquitin-protein ligase UHRF1 (Homo sapiens), Q96T88; AID 687016, 2013; inhibition, % at 4.4 µM; in the data active means inhibition above about 21%;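 further: UHRF1 SRA domain binding a hemimethylated CpG hairpin DNA probe; 0% = median of test compound wells and 100% = reference inhibitor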
Target sequence (Q96T88 whole entry, looked up, the tested form may be a part): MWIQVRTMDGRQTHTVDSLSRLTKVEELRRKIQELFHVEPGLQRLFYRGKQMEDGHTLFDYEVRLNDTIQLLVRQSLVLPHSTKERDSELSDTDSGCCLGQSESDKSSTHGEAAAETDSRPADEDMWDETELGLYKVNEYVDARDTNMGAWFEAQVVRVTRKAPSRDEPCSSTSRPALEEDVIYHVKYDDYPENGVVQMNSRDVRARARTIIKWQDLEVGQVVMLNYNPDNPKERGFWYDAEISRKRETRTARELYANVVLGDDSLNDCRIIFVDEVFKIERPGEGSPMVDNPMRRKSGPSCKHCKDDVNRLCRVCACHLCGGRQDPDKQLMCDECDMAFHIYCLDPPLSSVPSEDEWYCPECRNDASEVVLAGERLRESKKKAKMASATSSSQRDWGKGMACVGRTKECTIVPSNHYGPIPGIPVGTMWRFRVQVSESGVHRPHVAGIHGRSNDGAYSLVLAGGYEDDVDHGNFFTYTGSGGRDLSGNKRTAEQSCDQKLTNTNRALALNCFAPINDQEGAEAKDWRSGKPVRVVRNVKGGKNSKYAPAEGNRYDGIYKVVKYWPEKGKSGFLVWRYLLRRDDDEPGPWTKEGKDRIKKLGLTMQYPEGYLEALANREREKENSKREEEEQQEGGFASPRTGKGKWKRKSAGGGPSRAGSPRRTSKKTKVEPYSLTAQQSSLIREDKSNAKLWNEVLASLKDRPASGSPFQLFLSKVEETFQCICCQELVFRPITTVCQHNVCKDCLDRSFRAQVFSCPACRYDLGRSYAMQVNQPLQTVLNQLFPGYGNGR
DDE Tn6 FP inh: inhibitors of Tn6 peptide binding to fibrin DD(E), primary screen, biochemical, fluorescence polarization, human fibrin, Tn6 probe. Fibrinogen beta chain (Homo sapiens), P02675. AID 720509, 2013. actives 0.21% (n = 370,000). Fibrin DD(E) TRITC-Tn6 fluorescence polarization displacement. inhibition, % at 8.3 µM;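 active means inhibition above a per-campaign cutoff: mean of compounds within control limits plus 3 SD, cut at about 15% in these data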;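 further: 0% = median of all compound wells on the plate and 100% = blocking peptide control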
* = called active by the depositor; i = inactive; / = not tested or not shown.

SMILES	ASAP1 GAP inh	PLCb3 inh	UHRF1 binding	ARFGAP1 inh	DDE Tn6 FP inh	MBD2 DNA inh	Tn7 DDE FP	KLK7 zymogen act	PLC-gamma1 inh	ADAM17 inh
COC(=O)c1c(C)cccc1C1CN=NC12Cc1ccccc1C2=O (stereo not given)	-2	-3	-1	-2	5	2	-8	-0.4	-1	0
C/C(=N\NC(=O)c1cc(C)nc2ccccc12)c1cccs1	-5	-8	-1	4	6	-4	2	0.0	1	-4
COc1cc(OC)cc(C(=O)OCCNC(=O)Cn2cnc3c2c(=O)n(C)c(=O)n3C)c1	-3	-5	-1	-7	-3	2	2	0.1	-1	-5
CN1CCN(C(=O)C2CCN(c3ncnc4c3nc3n4CCCCC3)CC2)CC1	-3	-7	0	-1	-3	2	-2	0.1	2	-2
CCOc1ccc(C(=O)NCCCN2CCOCC2)cc1OCC	1	-3	-1	4	-5	7	2	-0.1	-2	-4
Cc1cc(C)c2c(CN(Cc3ccccc3)Cc3ccccc3)cc(=O)oc2c1	4	-3	-2	-3	-2	2	0	0.3	2	-1
N/C(Cc1cccs1)=N\OC(=O)COc1ccc(Br)cc1	12	-3	-2	-5	4	1	1	0.6	-2	0
CC(c1ccco1)N(C(=O)COc1ccc(Cl)cc1)c1ccccn1 (stereo not given)	-6	-15	2	-8	1	-4	4	0.4	-10	-10
COc1ccc(N(C(=O)c2ccccc2OC)C2C=CS(=O)(=O)C2)c(OC)c1 (stereo not given)	0	0	3	-7	1	-5	-4	0.7	3	-3
Cc1ccccc1S(=O)(=O)NC(=O)C1(C)CCN1C(=O)C(C)(C)c1ccccc1 (stereo not given)	17	1	-1	-2	-2	-1	1	0.3	-1	3
COc1ccc(S(=O)(=O)N2CCN(C(=S)NCC3CCCO3)CC2)cc1OC (stereo not given)	7	-1	2	8	-8	3	-2	0.3	1	-1
CN(C)c1ccc(C(CNS(=O)(=O)c2cccc([N+](=O)[O-])c2)N2CCOCC2)cc1 (stereo not given)	5	-5	-2	16	-7	0	-8	0.1	-1	0
COc1ccccc1OCc1nnc(SCCN2CCOCC2)o1	0	-1	2	4	-6	1	-7	-0.6	0	-5
CCc1ccc(C(=O)COC(=O)CNC(=O)C2CCCCC2)cc1	3	-2	0	-4	-2	-4	10	0.0	1	-2
CCS(=O)(=O)N1CCN(C(=O)c2ccc(-c3ccccc3)cc2)CC1	-14	2	0	4	3	4	8	0.3	1	-2
Cc1nc2ccc(NC(=O)/C=C/C(=O)O)cc2nc1C	12	i	-2	4	-1	-3	1	-5.9	i	-8
C=CCNC(=O)c1oc2ccc(S(=O)(=O)N3CCC4(CC3)OCCO4)cc2c1C	2	-9	3	-5	-4	-2	-2	-0.4	4	0
Cc1nn(-c2ccccc2)c(Cl)c1C(=O)OCC(=O)N(C)c1c(N)n(Cc2ccccc2)c(=O)[nH]c1=O	6	-4	2	4	-4	-1	-3	0.7	2	-2
CN1C(=O)c2ccccc2C(O)c2ccccc21 (stereo not given)	-5	-7	-5	-4	3	-1	-13	0.1	0	-1
CC(C)NC(=O)CSc1nnc(-c2ccc(F)cc2)c2ccccc12	-8	-7	-3	4	5	1	-2	0.6	0	-2
Cc1c(Cl)c([N+](=O)[O-])nn1CCCC(=O)Nc1c(Cl)cccc1Cl	1	-1	-5	13	0	8	3	0.0	2	-6
COc1cc(NC(=O)c2ccnnc2)cc(C(=O)Nc2cccc(C(F)(F)F)c2)c1	1	0	5	-1	-11	3	0	-0.3	0	3
O=C(CSc1nnc(Nc2ccccc2)s1)Nc1cccc(S(=O)(=O)N2CCCCC2)c1	4	-2	5	14	-15	6	1	0.4	0	5
CCc1ccc(NC(=O)CSc2nnc(CNC(=O)c3cccs3)o2)cc1	12	-1	1	4	-4	0	-2	0.0	7	4
COc1cc(/C=C/C(=O)Nc2ccncc2)cc(OC)c1OC	-7	i	-5	-1	5	-3	1	28*	i	-129
CC1CC(C)CN(C(=O)C2CCN(c3cncnc3)CC2)C1 (stereo not given)	/	-11	0	/	2	2	5	0.8	-6	-5
COc1ccccc1-n1nc(C(=O)Nc2ccc3c(c2)OCO3)c2ccccc2c1=O	-2	1	0	-2	2	-5	0	0.7	0	-4
C/C(=N\NC(=O)COc1ccc(C(C)(C)C)cc1)c1ccccc1	-2	0	-3	-7	2	-2	5	-0.3	0	1
COCCNC(=O)c1nn2cccnc2c1Cl	-1	-4	-2	-6	-2	-7	-13	0.4	-1	0
CC(NC(=O)Nc1ccccc1F)C(C)(C)C (stereo not given)	-2	2	-1	-5	0	3	-1	-0.2	2	0
Cc1cc([N+](=O)[O-])ccc1N(C)C	-7	-1	3	0	-6	5	7	-0.6	5	-4
COc1ccc(C(=O)/C=C/Nc2cc(C)on2)c(OC)c1	1	-42	0	16	2	-1	-1	1.0	-30	-4
CC(=O)c1sc(NC(=O)c2ccccc2C)nc1C	11	3	-2	0	0	-3	0	-0.6	0	-4
C[C@@H]1CN([C@@H](C)CO)C(=O)CCCn2nncc2CO[C@H]1CN(C)Cc1ccncc1	-5	1	0	10	2	-4	-1	-0.6	3	-2
CCCCNC(=O)c1nc(C2CCN(S(=O)(=O)c3ccc(OC(F)(F)F)cc3)CC2)oc1-c1ccccc1	7	1	-1	3	-3	-2	1	0.0	1	-2
CN(Cc1ccon1)C(=O)CCc1nnc(CCCCc2ccccc2)o1	9	-7	2	-1	-3	-11	0	0.7	0	-2
COc1ccc(N=C(C)C2=C(O)CSC2=O)cc1	3	-17	-4	-8	2	-4	4	-0.7	-17	-5
Cc1cccc(C)c1OCC(=O)Nc1cccc(-c2nnc(-c3ccccc3)o2)c1	5	1	1	9	1	4	9	-0.8	1	-6
Cc1ccc(NC(=O)COc2ccc(-n3cnnn3)cc2)cc1C	-3	0	2	8	-1	-3	-5	-0.6	0	-5
CC(C)CCCCCCCCc1cccc(O)c1C(=O)O	-14	-3	2	/	4	-2	-12	-0.5	-2	4
COc1ccc(C=O)c(OCc2cn(CC(=O)c3ccc(O)cc3)nn2)c1	2	1	23*	6	6	14*	0	-1.0	2	-2
C/C(=N\Nc1nccnc1Cl)c1ccc(O)c(C)c1	14	-17	-1	16	-6	7	0	0.9	-13	-7
COC(=O)c1ccc(CSc2ccccc2NC(=S)Nc2cccc(C(F)(F)F)c2)o1	-4	2	-2	-2	3	-3	1	-0.2	4	0
Cn1c(CSc2nc3ccccc3s2)n[nH]c1=S	-6	1	0	-9	3	-4	1	0.1	-4	-4
Cc1nnc(NC(=O)c2ccc3c(c2)C(=O)N(CCC(C)C)C3=O)s1	-1	-2	-1	-7	6	-6	7	0.2	2	-4
CCOC(=O)Nc1ccc(C)cc1Br	9	1	0	2	0	-1	4	0.1	0	-6
CC(=O)c1cc(C)ccc1OC(=O)CN1C(=O)c2ccccc2C1=O	2	-6	-4	-8	-5	8	-4	0.5	3	-1
CN(CCc1ccccc1)C(CCc1ccccc1)C(=O)Nc1ccc2c(c1)OCCO2 (stereo not given)	-6	1	-3	1	-2	5	3	0.0	-1	5
Cc1cc(C)c(OCC(=O)OC(C)C(=O)NCc2ccccc2)c(C)c1 (stereo not given)	12	-8	2	8	0	-3	8	0.3	3	-2
O=C(CSc1ccc(Cl)cc1)N/N=C/c1ccc([N+](=O)[O-])o1	-2	-12	-1	1	3	4	1	0.2	-2	0
CCC(NC(=O)c1cc(COc2cncc(Cl)c2)on1)c1ccncc1 (stereo not given)	9	-7	-5	9	-6	1	-6	0.8	5	-2
CCOc1ccc(OCC)c(NC(=O)CNS(=O)(=O)c2cccs2)c1	-6	-1	1	-9	-2	0	-5	-0.2	1	-3
N/C(=N\OC(=O)Cc1ccccc1)c1ccc(Br)cc1	-15	5	-3	3	-4	-3	4	-0.3	3	-1
CCc1nnc(NC(=O)C2Cc3ccccc3CN2S(=O)(=O)c2c(C)c(C)cc(C)c2C)s1 (stereo not given)	-6	-7	3	3	3	3	-1	-0.1	-1	-7
CCc1cc2cc(C)ccc2nc1SCC(=O)N1CCN(C(=O)c2ccco2)CC1	-5	-2	0	-8	2	1	0	0.2	0	0
COc1cccc(C(CNc2ccc(S(=O)(=O)N3CCN(C)CC3)cc2[N+](=O)[O-])N(C)C)c1 (stereo not given)	1	-1	-3	7	2	-1	-1	-0.3	0	-1
Clc1cccc(-c2ccc3nccn3c2)c1Cl	-16	-6	1	-11	0	-1	4	0.0	1	-7
CC1=CC(C)(C)Nc2ccc(C)cc21	9	-14	-6	5	4	-2	-6	0.0	-1	0
CC(C)c1c(C(=O)N/N=C/c2ccc(Cl)cc2Cl)nnn1-c1nonc1N	-7	-4	-5	-7	7	-3	9	-0.1	2	1
Cc1nc2sc3c(c2c2nnc(SCC(=O)NCc4ccco4)n12)CCCC3	0	-1	0	1	-6	-1	-1	0.1	1	1
CCCCn1c(-c2ccco2)nc2ccccc2c1=O	-12	3	-3	1	2	-6	6	-0.2	1	-4
O=C(C1=C(O)C(=O)N(CCc2ccccc2)C1c1cccs1)c1ccco1 (stereo not given)	-11	-13	4	7	-4	-5	-1	0.7	-8	3

Reprinted from above, 2 compounds:
SMILES	ASAP1 GAP inh	PLCb3 inh	UHRF1 binding	ARFGAP1 inh	DDE Tn6 FP inh	MBD2 DNA inh	Tn7 DDE FP	KLK7 zymogen act	PLC-gamma1 inh	ADAM17 inh
COC(=O)c1c(C)cccc1C1CN=NC12Cc1ccccc1C2=O (stereo not given)	-2	-3	-1	-2	5	2	-8	-0.4	-1	0
C/C(=N\NC(=O)c1cc(C)nc2ccccc12)c1cccs1	-5	-8	-1	4	6	-4	2	0.0	1	-4
